SENP8 block: inhibitors of human SENP8 protease. purified SENP8, Z-RLRGG-aminoluciferin cleavage, luminescence. inhibition, % at 10 µM. Q96LD8. 330,000 compounds, 1.2% hits
Target sequence (Q96LD8 whole entry, looked up): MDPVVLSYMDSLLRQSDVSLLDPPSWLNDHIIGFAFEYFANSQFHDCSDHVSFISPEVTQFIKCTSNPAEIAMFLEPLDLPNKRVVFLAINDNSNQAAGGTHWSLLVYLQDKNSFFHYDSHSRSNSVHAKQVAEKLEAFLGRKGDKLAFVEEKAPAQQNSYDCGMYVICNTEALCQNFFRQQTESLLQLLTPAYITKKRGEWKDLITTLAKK
697 NFkB inh: lowers PMA/ionomycin-induced NF-kB signal in 697 B cells; 697 B-cell NF-kB luciferase reporter, 16 h; inhibition, % at 4 µM; 330,000 compounds, 0.33% hits; AID 435022; in the data active = inhibition above about 35%
Gli-Sufu block: blocks Gli-Sufu signaling in a luciferase reporter; Sufu-KO-LIGHT fibroblasts, Gli luciferase reporter luminescence; inhibition, % at 5 µM; 340,000 compounds, 0.74% hits; AID 588413;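 active = inhibition above about 55%, limit read from the data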;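 note: 0% = DMSO-treated cells and 100% = wells with medium but no cells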
Apaf1 inhib: human Apaf-1 inhibition | O14727 | reconstituted apoptosome caspase-3 activity, DEVD-Rh110 fluorescence | inhibition, % at 20 µM | 330,000 compounds, 0.71% hits | AID 489030; active = inhibition of at least 40% at 20 µM;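 note: plate controls were DMSO wells for no effect and DEVD-CHO caspase inhibitor wells for full effect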
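System: reconstituted apoptosome with Apaf-1, cytochrome c, caspase-9, procaspase-3, dATP; Signal: Rh110 fluorescence intensity; Schedule: 30 min compound preincubation, 50 min activation, room temperature; Reagent: cytochrome c trigger plus (Z-DEVD)2-Rh110 caspase-3 substrate.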
CCR6 antagonist: CCR6 (human) receptor antagonism; inhibition, % at 20 µM; P51684; 340,000 compounds, 0.49% hits; AID 493098; CHO-K1 CCR6 PathHunter beta-arrestin, luminescence, CCL20-stimulated;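 active = compounds whose inhibition of the agonist-driven luminescence signal at 20 µM reaches about 50%, limit read from the data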;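 note: cells stimulated with CCL20 at 14 nM final; plate controls were DMSO with CCL20 for no effect and DMSO without agonist for full effect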
EBI2 antag: blocks human EBI2 receptor beta-arrestin signaling; P32249; EBI2 beta-arrestin recruitment, luminescence, 7a,25-OHC stimulated; inhibition, % at 5 µM; 360,000 compounds, 0.81% hits; in the data active = inhibition above about 38%;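 note: enzyme fragment complementation signal reports receptor beta-arrestin coupling in cells; 0% = agonist plus DMSO wells and 100% = wells without agonist; some results beyond the cut were filed as inactive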
Target sequence (P32249 whole entry, looked up, the tested form may be a part): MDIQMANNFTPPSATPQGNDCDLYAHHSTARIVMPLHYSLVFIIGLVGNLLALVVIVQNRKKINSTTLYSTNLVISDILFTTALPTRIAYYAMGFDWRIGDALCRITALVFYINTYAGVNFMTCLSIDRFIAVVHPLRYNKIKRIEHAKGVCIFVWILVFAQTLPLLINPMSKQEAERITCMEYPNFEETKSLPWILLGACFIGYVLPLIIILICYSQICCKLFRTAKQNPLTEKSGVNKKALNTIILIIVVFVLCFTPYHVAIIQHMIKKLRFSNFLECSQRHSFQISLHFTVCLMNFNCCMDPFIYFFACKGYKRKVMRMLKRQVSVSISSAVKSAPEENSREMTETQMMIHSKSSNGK
Jurkat NFkB inh: inhibitors of the PMA/ionomycin-induced NF-kB reporter in Jurkat cells | PMA/ionomycin-induced NF-kB luciferase reporter, luminescence | inhibition, % at 4 µM | 330,000 compounds, 0.53% hits
UBC13 polyUb: blocks human UBC13 polyubiquitin chain formation | TR-FRET | inhibition, % at 20 µM | 330,000 compounds, 0.47% hits | AID 485273; in the data active = inhibition above about 45%, passing the limit was not always enough
Target sequence (P61088 whole entry, looked up): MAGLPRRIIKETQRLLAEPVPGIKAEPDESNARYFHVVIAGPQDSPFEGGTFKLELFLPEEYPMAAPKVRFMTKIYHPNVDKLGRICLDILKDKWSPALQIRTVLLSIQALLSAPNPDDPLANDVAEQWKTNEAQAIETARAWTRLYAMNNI
The depositor's hits bear a star; x = not tested or not shown. Cut-off read from the data, not from the text of the source, unless noted: active = inhibition above about 50%; inactive = the rest. An excerpt; the hit share may differ from the screen's.

1. O=C(Cc1cccs1)NCc1cccs1
2. COC(=O)c1ccc(NC(=O)C(=O)N2CCN(C(=S)Nc3cccc(OC)c3)CC2)cc1
3. COC(=O)C1=C(C)N(c2cc(C)cc(C)c2)/C(=C/c2ccc(O)cc2)C1=O
4. Cc1sc(NC(=O)c2ccccc2)c(C(=O)c2ccccc2)c1C
5. CCCCn1nc2cc(C(=O)NCC3CC3)ccc2c1OCC
6. C(=N\n1cncn1)/c1ccc(N2CCOCC2)cc1
7. COC(C[C@H]1O[C@@H]1C(=O)COCc1ccccc1)OC
8. CCN(CCn1cccn1)C(=O)c1cc(COc2ccccc2SC)on1
9. Cc1nn(-c2ccccc2Cl)c(Cl)c1/C=C(\C#N)C(N)=O
10. O=C(COC(=O)CNC(=O)c1ccc(Cl)cc1)Nc1cccc(S(=O)(=O)N2CCCC2)c1
Compound	1	2	3	4	5	6	7	8	9	10
SENP8 block	1	-3	-12	9	3	-2	12	1	-2	-8
697 NFkB inh	20	21	-9	6	23	10	17	-82	10	-5
Gli-Sufu block	-6	9	-9	-10	-10	-3	-8	-59	1	-1
Apaf1 inhib	-21	5	2	7	-5	3	-3	-12	-1	4
CCR6 antagonist	-16	8	19	21	9	4	6	15	4	8
EBI2 antag	-3	-1	-7	4	-3	-10	x	1	-16	-12
Jurkat NFkB inh	9	6	7	7	4	0	31	-93	9	9
UBC13 polyUb	8	11	-86	2	14	8	1	11	5	-13

11. Cc1ccc2c(Cl)c(C(=O)N/N=C/c3cccn3C)sc2c1
12. CCN1C(=O)[C@H]2[C@H]3CN=C(SCc4ccccc4)N3[C@@](Cc3ccccc3)(C(=O)OC)[C@H]2C1=O
13. O=C(CCN1C(=O)c2ccccc2C1=O)Nc1ccc(-c2cn3ccsc3n2)cc1
14. OC(CCN1CCOCC1)(c1ccc(Cl)cc1)C1CCCCC1 (stereo not given)
15. O=C(CNc1ccccc1)N/N=C/c1ccc2c(c1)OCCO2
16. CCC(=O)N1CCN(c2ccnc3cc(Cl)ccc23)CC1
17. CC(C)=CCc1c(O)c(CC=C(C)C)c2c(c1O)C(=O)CC(c1ccc(O)cc1)O2 (stereo not given)
18. Cc1ccc(/C(O)=C2/C(=O)C(=O)N(c3ccccn3)C2c2cccc([N+](=O)[O-])c2)cc1 (stereo not given)
19. COc1ccc(N(CC(=O)Nc2cccc3ccccc23)S(C)(=O)=O)cc1
20. CCc1ccc(N2CC(C(=O)NC3CC3)CC2=O)cc1 (stereo not given)
Compound	11	12	13	14	15	16	17	18	19	20
SENP8 block	29	x	-1	6	-14	7	11	-2	-5	2
697 NFkB inh	-92	1	-63	-4	-7	14	-18	3	-31	-10
Gli-Sufu block	-51	1	-2	1	-20	14	2	7	x	1
Apaf1 inhib	24	30	5	6	3	-16	-150	2	-1	4
CCR6 antagonist	19	6	-4	45	-1	-2	8	14	7	-6
EBI2 antag	6	-2	2	7	5	-1	27	5	-1	-18
Jurkat NFkB inh	6	x	-49	-3	-6	11	4	-6	-14	-20
UBC13 polyUb	-18	x	-2	10	0	-5	-22	-6	-9	-4

21. NC1=C(c2ccc(F)cc2)C(=O)CS1
22. COc1ccc(Nc2nnc(-c3ccc(C)cc3)c3ccccc23)cc1C(=O)N1CCCCC1
23. Cc1[nH]c2ccccc2c(=O)c1CN(C)Cc1ccccc1
24. CCn1c(CCC(=O)Nc2cc(F)ccc2C)nc2cc(S(=O)(=O)N(C)C)ccc21
25. O=C(Nc1nc2c(s1)CN(Cc1ccccc1)CC2)C1CCCC1
26. CCN1C(=O)[C@H]2[C@@H](c3ccc(-c4ccc(F)cc4)c(OC)c3)N[C@@](CC(C)C)(C(=O)OC)[C@H]2C1=O
27. CCOC(=O)c1ccccc1-c1cn2cc(Cl)ccc2n1
28. Cc1ccccc1CSCC(=O)NC1CCCC1
29. O=C(CN1C(=O)NC2(CCCC2)C1=O)Nc1cc(S(=O)(=O)N2CCCCC2)ccc1Cl
30. CN1C(=O)CS/C1=N\NC(=O)COc1cccc2cccnc12
Compound	21	22	23	24	25	26	27	28	29	30
SENP8 block	1	-13	-3	-6	0	3	-1	-11	4	-4
697 NFkB inh	23	13	-20	-9	-6	14	11	-8	1	16
Gli-Sufu block	46	28	-16	4	2	x	-11	-8	10	2
Apaf1 inhib	-3	13	-3	2	2	21	-6	4	8	3
CCR6 antagonist	4	20	-6	-1	2	x	9	-11	9	4
EBI2 antag	-3	8	-1	-2	0	x	-9	0	-11	0
Jurkat NFkB inh	2	6	-21	-5	-20	3	-5	-10	-1	4
UBC13 polyUb	13	5	-2	-1	5	5	4	1	2	-3

31. CCCCOC(=O)c1nnc(-c2ccc(Cl)cc2)o1
32. CCN1CCN(CCCNC(=O)c2cn(CCOC)c(=O)c3c2c2ccccc2n3C)CC1
33. CN(C)c1ccc(/C=C(\NC(=O)c2ccccc2)C(=O)NCc2cccnc2)cc1
34. O=C(OC1CCOC1=O)c1ccc(-c2nc3ccccc3s2)s1 (stereo not given)
35. COc1ccc(S(=O)(=O)NCc2cccnc2)cc1OC
36. CC(C)Cn1c(N)c(C(=O)CSc2ncccn2)c(=O)n(C)c1=O
37. COc1ccc2c(c1)nc(SCC(=O)C(C)(C)C)n2C
38. COc1ccc2nc(NC(C)=O)sc2c1
39. CC(C)c1ccc(/C=C/C(=O)NCCC2=CCCCC2)cc1
40. COc1ccc(/C=C/c2nnc(NC(=O)CSc3ccc(C)cc3)s2)cc1
Compound	31	32	33	34	35	36	37	38	39	40
SENP8 block	-11	-2	12	94*	-5	-1	12	5	-5	-4
697 NFkB inh	2	-9	1	-32	3	1	3	-95	-27	-45
Gli-Sufu block	-4	3	7	-21	-5	5	64*	-75	-2	-45
Apaf1 inhib	-2	9	8	12	-10	6	-31	-1	16	-11
CCR6 antagonist	3	-7	3	13	1	3	7	0	13	-4
EBI2 antag	-4	-6	1	-12	-11	-12	-6	-7	31	0
Jurkat NFkB inh	-6	-5	19	-29	-2	10	-3	-70	-21	2
UBC13 polyUb	4	18	-9	28	2	-3	-4	6	-6	28

4 entries from above, field by field:
32) CCN1CCN(CCCNC(=O)c2cn(CCOC)c(=O)c3c2c2ccccc2n3C)CC1
  SENP8 block: -2
  697 NFkB inh: -9
  Gli-Sufu block: 3
  Apaf1 inhib: 9
  CCR6 antagonist: -7
  EBI2 antag: -6
  Jurkat NFkB inh: -5
  UBC13 polyUb: 18
31) CCCCOC(=O)c1nnc(-c2ccc(Cl)cc2)o1
  SENP8 block: -11
  697 NFkB inh: 2
  Gli-Sufu block: -4
  Apaf1 inhib: -2
  CCR6 antagonist: 3
  EBI2 antag: -4
  Jurkat NFkB inh: -6
  UBC13 polyUb: 4
37) COc1ccc2c(c1)nc(SCC(=O)C(C)(C)C)n2C
  SENP8 block: 12
  697 NFkB inh: 3
  Gli-Sufu block: 64*
  Apaf1 inhib: -31
  CCR6 antagonist: 7
  EBI2 antag: -6
  Jurkat NFkB inh: -3
  UBC13 polyUb: -4
34) O=C(OC1CCOC1=O)c1ccc(-c2nc3ccccc3s2)s1 (stereo not given)
  SENP8 block: 94*
  697 NFkB inh: -32
  Gli-Sufu block: -21
  Apaf1 inhib: 12
  CCR6 antagonist: 13
  EBI2 antag: -12
  Jurkat NFkB inh: -29
  UBC13 polyUb: 28

Next entries.
41. CC(C)(C)OC(=O)NCCCCCNC(=O)c1[nH]cnc1C(=O)N[C@@H](CCCCNC(=O)OC(C)(C)C)C(=O)OC(C)(C)C
42. O=C(COc1ccc2cc(Br)ccc2c1)N1CCOCC1
43. Cc1ccc(NC(=O)Cn2c([N+](=O)[O-])cnc2C)cc1Cl
44. CC(=O)NC(=S)Nc1ccccc1F
45. CCC(=O)c1ccc(OCC(=O)Nc2ccccc2N2CCOCC2)cc1
46. c1ccc(N2CCN(Cc3cn4cccnc4n3)CC2)cc1
47. COc1cc(C(=O)NCC(=O)OCC(=O)N2CCc3ccccc32)cc(OC)c1OC
48. CCOc1cnn(-c2ccccc2)c(=O)c1Cl
49. Cc1ccc(S(=O)(=O)N(C)c2ccc(C(=O)Nc3ccccc3C(=O)N3CCOCC3)cc2)cc1
50. CCn1cc(CNC(=O)c2cc(COc3ccc(F)cc3Cl)on2)cn1
Compound	41	42	43	44	45	46	47	48	49	50
SENP8 block	-12	-1	-5	-3	-12	-16	-2	7	-7	-15
697 NFkB inh	-16	-19	15	11	-5	-10	15	-9	-16	-48
Gli-Sufu block	16	-27	8	-1	4	0	1	5	2	3
Apaf1 inhib	23	2	1	-15	26	20	-13	-2	17	15
CCR6 antagonist	-5	-2	12	-1	10	-1	4	-16	0	-10
EBI2 antag	-2	62*	-10	-1	0	-3	-12	-8	10	17
Jurkat NFkB inh	-16	-17	10	3	-16	0	-5	-13	16	13
UBC13 polyUb	-25	-2	8	-7	0	-4	0	3	-6	-2

51. S=c1nc(-c2cc(Cl)ccc2Cl)[nH][nH]1
52. COc1cc(NC(=O)CSc2nc3ccccc3cc2C)c(C(=O)O)cc1OC
53. COc1cc(C(C)=O)ccc1OCC(O)CN1CCN(c2c(C)cccc2C)CC1 (stereo not given)
54. Cn1c(=O)c2c(Nc3ccc(F)cc3)cc(=O)n(-c3ccccc3)c2n(C)c1=O
55. Cc1ccc(N(CC(=O)NC2CCCC2)C(=O)CNC(=O)c2cccs2)c(C)c1
56. Cc1ccc(CNC(=O)C2CCN(S(=O)(=O)N3CCOCC3)CC2)cc1
57. CC(=O)Nc1ccc(NC(=O)COc2ccc(S(=O)(=O)N3CCCC3)cc2)cc1
58. Cc1cc(C)n2nc(Sc3ncccc3[N+](=O)[O-])nc2n1
59. C/C(=N\NC(=O)c1ccc(CSc2nncn2C)cc1)c1cccs1
60. Cc1ccc(Cl)cc1NC(=O)C(NS(=O)(=O)c1cccs1)c1ccccc1 (stereo not given)
Compound	51	52	53	54	55	56	57	58	59	60
SENP8 block	-2	-7	4	-2	1	2	-5	-6	-3	-2
697 NFkB inh	13	-11	-10	-2	3	10	3	23	-10	17
Gli-Sufu block	-1	-3	28	-1	-1	-1	-1	2	-13	-6
Apaf1 inhib	2	3	-3	-11	4	-6	-3	-11	-3	9
CCR6 antagonist	-15	-13	1	16	6	-4	-9	0	5	12
EBI2 antag	-12	-10	-3	1	5	16	11	-8	-6	4
Jurkat NFkB inh	20	2	-9	13	25	-4	-7	3	-12	1
UBC13 polyUb	5	-4	-2	-1	4	7	-5	3	2	5
